Bioassay records deposited in PubChem by several laboratories.
E coli RNAP – E. coli RNAP inhibitors, biochemical. E. coli RNA polymerase, fluorescence transcription assay. inhibition, %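 (tested at 10 µM)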. hit rate 0.2% among 62,000. AID 559, 2006; in the data active = inhibition above about 20%;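 also: 0% = enzyme without compound and 100% = no enzyme blank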
Target sequence (P0A8V2 whole entry, looked up): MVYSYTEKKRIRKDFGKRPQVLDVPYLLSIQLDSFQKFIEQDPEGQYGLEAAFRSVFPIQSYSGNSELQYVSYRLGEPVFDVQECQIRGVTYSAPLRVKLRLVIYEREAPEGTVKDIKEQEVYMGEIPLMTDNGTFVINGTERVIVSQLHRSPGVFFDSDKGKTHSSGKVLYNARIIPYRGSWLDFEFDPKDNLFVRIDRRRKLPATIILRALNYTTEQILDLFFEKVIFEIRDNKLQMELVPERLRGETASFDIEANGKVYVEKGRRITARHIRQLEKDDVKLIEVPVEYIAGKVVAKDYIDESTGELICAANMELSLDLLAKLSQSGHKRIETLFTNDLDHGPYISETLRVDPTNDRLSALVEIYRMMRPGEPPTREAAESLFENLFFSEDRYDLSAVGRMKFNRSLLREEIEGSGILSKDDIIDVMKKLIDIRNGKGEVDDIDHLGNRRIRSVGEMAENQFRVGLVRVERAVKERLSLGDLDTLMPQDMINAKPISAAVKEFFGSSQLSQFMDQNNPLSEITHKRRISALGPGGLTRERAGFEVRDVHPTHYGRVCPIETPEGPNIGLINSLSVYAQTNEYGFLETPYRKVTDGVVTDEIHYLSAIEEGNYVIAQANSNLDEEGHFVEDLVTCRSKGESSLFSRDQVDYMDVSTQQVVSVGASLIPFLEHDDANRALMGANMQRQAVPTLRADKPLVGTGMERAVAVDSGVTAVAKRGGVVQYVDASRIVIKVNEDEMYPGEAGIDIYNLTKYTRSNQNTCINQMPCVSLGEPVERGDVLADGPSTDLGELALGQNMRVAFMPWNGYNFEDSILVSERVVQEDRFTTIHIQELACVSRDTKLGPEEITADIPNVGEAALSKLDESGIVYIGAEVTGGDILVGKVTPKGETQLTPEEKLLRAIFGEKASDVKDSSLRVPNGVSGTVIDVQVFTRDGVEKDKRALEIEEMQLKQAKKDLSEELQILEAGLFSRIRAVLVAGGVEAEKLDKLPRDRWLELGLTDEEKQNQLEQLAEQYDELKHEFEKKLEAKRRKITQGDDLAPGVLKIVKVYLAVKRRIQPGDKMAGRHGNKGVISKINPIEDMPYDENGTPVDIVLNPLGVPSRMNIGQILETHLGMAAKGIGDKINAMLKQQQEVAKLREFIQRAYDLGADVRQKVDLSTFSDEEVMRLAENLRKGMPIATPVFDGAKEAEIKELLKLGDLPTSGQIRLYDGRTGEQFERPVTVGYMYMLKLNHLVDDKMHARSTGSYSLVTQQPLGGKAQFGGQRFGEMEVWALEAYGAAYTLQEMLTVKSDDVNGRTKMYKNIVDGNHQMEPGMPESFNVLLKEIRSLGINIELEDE
CatB block – human cathepsin B inhibitors, primary screen, biochemical, fluorogenic substrate; P07858; purified cathepsin B, fluorescence; inhibition, %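 (tested at 10 µM)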; hit rate 0.1% among 63,000; AID 453, 2006; in the data active = inhibition above about 21%;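 also: 0% = enzyme with no compound and 100% = no enzyme blank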
CatB mixtures – cathepsin B inhibitors from pooled compounds, primary screen, biochemical, compound mixtures, AMC fluorescence. P07858. Purified cathepsin B, AMC dipeptide fluorescence. inhibition, %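 (ten-compound pools at 5 µM per compound and 50 µM total)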. hit rate 0.06% among 62,000. AID 488, 2006; in the data active = inhibition above about 22%, passing the limit was not always enough;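 also: 0% = enzyme without compound and 100% = no enzyme blank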
D1 allo mod – D1 CRE-luciferase signal change, two-sided – cell-based, HEK293 D1, dopamine EC30, D1 allosteric modulator project, primary screen; D(1A) dopamine receptor (Homo sapiens), P21728; dopamine EC30 potentiation; actives deviate in either direction; B-score at 10 µM; hit rate 5.9% among 58,000;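 active = luminescence count or its row- and column-corrected plate score outside the 99.7% band of the plate's sample wells, on either side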
Ecoli tolC – growth inhibitors of E. coli tolC mutant, primary screen, strain BW25113 ΔtolC::kan, 384-well | OD615 | growth inhibition, % at 10 µM (by protocol) | hit rate 2.2% among 65,000 | AID 573, 2007;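 active = growth inhibition at or above a cutoff equal to the mean over every tested compound plus 3 SD, cut at about 60% in these data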;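 also: growth measured after 20 h incubation at 37 °C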
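Test system: tolC-deleted E. coli BW25113 | Medium: LB with kanamycin 50 µg/mL | Compound dosing: Single concentration, 10 µM final per compound | Schedule: 37 °C, 20 h exposure | Measured by: OD at 615 nm | Evaluation: Percent growth inhibition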
AP ELISA ortho – alternative complement pathway inhibitors, primary screen, biochemical, ELISA, human serum, orthogonally pooled compounds; LPS-coated ELISA, C3 deposition; tested in compound mixtures; inhibition, % at 5 µM; hit rate 0.08% among 62,000;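 active = inhibition above 30% in each of the two pooled mixtures holding the compound, so the lower value exceeds 30%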;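 also: 0% = serum in Mg-EGTA without compound and 100% = EDTA serum blank; some compounds past the cut are filed as inactive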
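Test system – human serum alternative complement pathway, C3 deposition on LPS-coated wells · Buffer or medium – diluted human serum in Mg2+-EGTA GVB++ · Compound dosing – 5 µM each compound, pools of ten, 50 µM per pool · Schedule – 1 h serum-compound exposure at 37 °C · Measured by – Anti-C3 ELISA, OD 450 nm · Read-out basis – percent inhibition of C3 deposition onto LPS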
MKP-1 inh – MKP-1 phosphatase inhibitors, primary screen, biochemical, in vitro; inhibition, %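 (compounds tested at a single concentration somewhere between 10 and 100 µM)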; AID 374, 2006; hit rate 0.15% among 65,000; recombinant MKP-1, OMFP hydrolysis fluorescence;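 active = inhibition above about 50%, limit read from the data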;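 also: 0% = DMSO max control wells and 100% = wells with enzyme stopped by NaOH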
Cdc25B inh – inhibitors of Cdc25B phosphatase catalytic domain, primary screen, biochemical, OMFP fluorescence | recombinant Cdc25B, OMFP fluorescence Ex485/Em525 | inhibition, %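 (compounds tested at 10 µM final in the well)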 | M-phase inducer phosphatase 2 (Homo sapiens), P30305 | hit rate 0.1% among 65,000; in the data active = inhibition above about 50%
Hsp90 inh – tumor Hsp90 inhibitors, primary screen, cell lysate, fluorescence polarization, NCI-N417 lysate; Heat shock protein HSP 90-alpha (Homo sapiens), P07900; Cy3B-geldanamycin FP displacement; inhibition, % at 30 µM; hit rate 0.35% among 64,000;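 active = inhibition above 50%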;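 also: 0% = tracer plus lysate wells and 100% = tracer alone without lysate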
* hit, by the source's call; / = no result given. No enrichment for hits. Share with any hit: about 7.6%.

Order of results – E coli RNAP, CatB block, CatB mixtures, D1 allo mod, Ecoli tolC, AP ELISA ortho, MKP-1 inh, Cdc25B inh, Hsp90 inh
1. Cc1nnc(NC(=O)CSc2nccn2-c2cccc(C)c2C)s1
  8, 4, 0, -0.59, 0, 10, 0, -3, -3
2. Cc1ccc(N(C(=O)c2ccncc2)C2C=CS(=O)(=O)C2)cc1 (stereo not drawn)
  3, 4, 0, -0.18, -26, 12, 1, -7, -1
3. CCCCCc1c(C)nc(Nc2ccccc2)[nH]c1=O
  3, 9, 2, 0.3, 75*, -30, 11, -1, -1
4. O=C(CN1CCOc2ccccc21)N1CCC(Cc2ccccc2)CC1
  5, 1, -1, 0.83, 46, 1, -4, -19, -1
5. CCOC(=O)N1CCC(Nc2c(NCCCN(C)Cc3ccccc3)c(=O)c2=O)CC1
  -2, 0, 2, -0.21, -6, 17, -8, -17, 0
6. O=C(O)CC1Sc2nc3ccccc3n2C1=O (stereo not drawn)
  0, 0, -4, 1.7, 2, 2, -7, 0, -5
7. O=C(O)CCCCCN1C(=O)c2ccc(C(=O)O)cc2C1=O
  9, 6, 1, 2.7, -7, 1, 4, -10, -4
8. Cc1ccc(-c2cc(C(=O)NCCCN3CCOCC3)no2)cc1
  1, 1, 3, -4.2, -5, 15, -6, -5, 0
9. Cc1ccc(-n2nnc3c(=O)n(Cc4cc(C)ccc4C)cnc32)cc1
  /, /, /, 0.44, -5, /, 20, -9, -1
10. C=CCn1c(SCc2cccc(C#N)c2)nnc1-c1ccccc1O
  -5, -2, -3, 0.89, 9, 11, -17, 2, -3
11. Cc1occc1C(=O)Nc1nnc(C2CCCCC2)s1
  -2, -2, -4, 0.3, 26, 9, -4, -6, 0
12. O=C(COc1ccc(CO)cc1)Nc1ccc(F)cc1
  11, -1, 8, -0.94, -6, 6, 27, 1, -5
13. Cc1cc(C(=O)CSc2nnnn2C)c(C)n1-c1cccc(F)c1
  0, 3, -6, -2.2, 23, 8, 2, -3, 2
14. CCCOc1ccc(OCCSc2ncccn2)cc1
  9, 0, 1, -1.2, 19, 10, 0, -2, -3
15. CC(NC(=O)c1ccco1)C(c1cccs1)N1CCOCC1 (stereo not drawn)
  3, -1, 2, /, -9, 12, 0, -2, -2
16. CCCOc1c(OC)cccc1C1CC(=O)Nc2cc3c(cc21)OCCO3 (stereo not drawn)
  1, -1, 4, 0.042, 15, 21, 13, -8, 2
17. COc1cc(OC)cc(C(=O)Nc2ccc(-c3nc4ccccc4o3)cc2)c1
  1, -3, -6, -2.1, 12, 10, 25, -3, 0
18. CCOc1ccc2oc(-c3ccccc3)c(C(=O)N3CCN(C)CC3)c2c1
  3, -6, 4, -0.034, 2, 17, 17, -12, -2
19. COc1ccc(C(=O)CCC(=O)O)cc1
  5, 2, 7, 0.81, -8, 16, 7, -4, 0
20. C=CCC1c2cccc(C(=O)O)c2C(=O)N1c1ccc(F)cc1 (stereo not drawn)
  5, 3, 4, 0.17, -3, 11, 3, -13, -2

Continued, starting with the last 3 of the part before.
Order of results – E coli RNAP, CatB block, CatB mixtures, D1 allo mod, Ecoli tolC, AP ELISA ortho, MKP-1 inh, Cdc25B inh, Hsp90 inh
18. CCOc1ccc2oc(-c3ccccc3)c(C(=O)N3CCN(C)CC3)c2c1
  3, -6, 4, -0.034, 2, 17, 17, -12, -2
19. COc1ccc(C(=O)CCC(=O)O)cc1
  5, 2, 7, 0.81, -8, 16, 7, -4, 0
20. C=CCC1c2cccc(C(=O)O)c2C(=O)N1c1ccc(F)cc1 (stereo not drawn)
  5, 3, 4, 0.17, -3, 11, 3, -13, -2
21. CCn1c(=O)cc(OCC(=O)NCCCN2CCC(C)CC2)c2ccccc21
  8, 9, 2, -2, -6, 21, -7, -19, -2
22. CCSc1ccccc1C(=O)Nc1nncs1
  10, 5, 4, -0.013, -9, 4, 4, -22, -3
23. Cc1ccccc1OCC(O)Cn1c(NCc2ccco2)nc2c1c(=O)n(C)c(=O)n2C (stereo not drawn)
  6, 1, 2, -1, 5, 19, -5, 3, -13
24. CCCCN(CC)CCNc1c(NC2CCN(C(=O)OCC)CC2)c(=O)c1=O
  8, 3, 6, -0.34, -21, 17, 12, -10, 2
25. CCC(Oc1ccccc1)C(=O)Nc1ccc(S(=O)(=O)NCC2CCCO2)cc1 (stereo not drawn)
  -2, -1, -1, 0.017, 0, -5, 11, -1, 4
26. O=C(C1Cc2ccccc2O1)N1CCCCC1 (stereo not drawn)
  -2, 0, -1, 0.033, -7, 10, 13, 22, 1
27. NC(=O)C1(N2CCCCC2)CCN(C(=O)c2ccc(C#Cc3ccccc3)o2)CC1
  2, 2, 5, 1.4, 48, 13, 25, -10, -9
28. Cc1sc2nc3n(c(=O)c2c1C)Cc1ccccc1-3
  -1, -1, -1, 0.28, 10, -1, 2, 10, 1
29. COc1cccc(OCC(O)CN2CCOCC2)c1 (stereo not drawn)
  3, 5, 0, 0.0098, 4, 7, 0, -23, -4
30. O=C(NC1CCCC1)c1ccc(COCC(F)(F)F)o1
  1, 0, -4, -0.25, -2, 17, 6, -5, -6
31. O=C(CN1C(=O)COc2ccccc21)NCCCN1CCN(Cc2ccccc2)CC1
  4, 3, 3, -0.51, -11, -14, 9, 0, -2
32. CCN1CCN(Cc2nc(N)nc(Nc3ccc(C)c(C)c3)n2)CC1
  8, 4, 1, -0.53, 22, -24, 22, 8, 15
33. CNC(=O)c1ccc(N(Cc2ccccc2C)S(C)(=O)=O)cc1
  8, 1, 2, 1.1, -3, 4, 4, 10, 2
34. O=C(C1CCC(CNS(=O)(=O)c2cccs2)CC1)N1CCCCC1 (stereo not drawn)
  9, 4, 2, /, -5, 3, -1, -9, -3
35. O=C(Nc1sc2c(c1C(=O)O)CCCC2)c1cccs1
  5, 2, 2, -1.1, 26, 15, 3, 2, -4
36. CN(C)P(=NC(=O)COc1ccc(Cl)cc1Cl)(N(C)C)N(C)C
  2, 0, 3, -0.62, 8, 13, -10, -19, 0
37. CCOC(=O)N1CCN(Cc2nc3c(c(=O)[nH]c(=O)n3C)n2CCCc2ccccc2)CC1
  1, 3, -1, /, 3, 4, 6, -2, 2
38. CC12CN3CC(C)(CN(C1)C3c1cc(Br)ccc1O)C2=O (stereo not drawn)
  5, /, 2, 1.3, -5, 5, -10, -2, -4
39. COc1ccc(OC)c(CNC(=O)CCNC(=O)Cn2ccc3ccccc3c2=O)c1
  5, 3, -2, 0.043, -19, 15, 9, 18, -3
40. CC(C)CCOc1ccc(Cl)cc1CN1CCOCC1
  8, 1, 25, /, 7, -5, -14, 18, 1
41. Cc1ncn(C23CC4CC(CC(O)(C4)C2)C3)n1
  -3, 0, 0, 0.64, -6, 8, -2, 5, 3
42. CCC(c1nnnn1Cc1ccco1)N(CCc1ccccc1)Cc1cc2cccc(C)c2[nH]c1=O (stereo not drawn)
  0, -3, -4, 0.82, 42, 9, 8, -15, -8
43. COCCCNC(=O)C(C#N)c1nc2ccccc2nc1N1CCN(Cc2ccccc2)CC1 (stereo not drawn)
  0, -1, /, /, 7, /, -10, 10, -6
44. CC(Nc1cc(=O)n(C)c(=O)n1C)c1ccccc1 (stereo not drawn)
  -3, -3, -3, -0.021, -9, 12, -10, -9, -1
45. O=C1C=C(OCc2ccccc2)CN1
  9, -1, 1, 0.029, 0, 4, 2, -14, 0
46. CCC(=O)N1CCN(c2ccccc2NC(=O)Cc2ccccc2)CC1
  15, -2, 7, -0.038, 6, 6, 2, -2, -4
47. O=C(O)COc1ccc(S(=O)(=O)NCCc2ccccc2)cc1
  8, 1, -5, -0.37, -9, 12, 1, -7, -4
48. COc1ccc(CCn2nnnc2C(CC(C)C)N2CCN(c3ncccn3)CC2)cc1OC (stereo not drawn)
  1, -2, 3, 0.55, -1, 0, 2, -6, -3
49. CC1(C)CC(=O)C(C(c2ccncc2)C2C(=O)CC(C)(C)CC2=O)C(=O)C1
  -2, 1, 1, /, 5, 28, 3, -15, -1
50. COc1ccc(OC)c2c1sc(=NC(=O)C(C)C)n2C
  8, 2, 4, 3.1, 15, 0, 13, -9, 0
51. CCn1c(SCC(=O)Nc2nc3c(s2)CCCC3)nc2c1c(=O)n(C)c(=O)n2C
  -2, -1, 4, 0.48, 12, 17, -11, -10, 0
52. C=CCn1c(SCc2ccc3nonc3c2)nnc1-c1cccs1
  7, 0, 8, -0.69, 10, 11, -9, -6, -4
53. O=C(NCc1ccco1)C1CCCN(S(=O)(=O)c2cccc3cccnc23)C1 (stereo not drawn)
  8, 5, 6, -0.55, -6, 4, 2, -11, -3
54. CCOc1ccc(N2C(=O)CC(N3CCN(c4ccccc4F)CC3)C2=O)cc1 (stereo not drawn)
  9, 8, 2, -0.13, -12, 9, 6, -1, -2
55. CC(C)n1c(=O)[nH]c2ccccc21
  -3, -6, -14, 0.15, -2, -5, 4, -14, /
56. CN(Cc1ccccc1)c1nc2c(c(=O)[nH]c(=O)n2C)n1Cc1ccccc1Cl
  12, 1, 8, 17*, -12, 5, 16, 10, 1
57. CCOC(=O)NCC(C#CCN(CC)CC)N(CC)CC (stereo not drawn)
  8, -3, 5, -0.31, -7, 3, -21, 10, -2
58. Cc1ccccc1N(CC(=O)Nc1ccc(F)cc1)S(C)(=O)=O
  5, 1, -1, -0.85, -4, 4, 27, -1, 3
59. CC(C)(C)c1nn(-c2ccccc2)c2[nH]c(=O)c(CNCc3ccco3)cc12
  8, 2, -6, 0.44, 11, 4, 4, -16, 0
60. O=C(Nc1nnc(CC(=O)N2CCCC2)s1)c1cnccn1
  2, 4, 0, 0.18, -6, 25, 7, -4, /
61. CC(C)OCCCNS(=O)(=O)c1ccc2c(c1)OCCO2
  4, 0, 4, 0.31, -12, 9, 14, -10, -7
62. Cc1cccc(N(C)C(=O)c2coc(=O)c3ccccc23)c1
  7, 0, 4, -0.61, -8, 3, 0, -2, -1
